Assay outcomes deposited in PubChem BioAssay by National Center for Advancing Translational Sciences (NCATS).
LDHA inh: LDHA (human) enzyme inhibition. AID 1347041. activity change, % (values are at about 110 or 230 µM). 0.15% of 480,000 active. purified LDHA, NADH/diaphorase-resazurin fluorescence; active compounds read low. P00338; in the data active means activity change below about -30%; inconclusive means mostly about -25% to -30%;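 further: plate controls were DMSO wells for no effect and wells without enzyme for full effect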
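Resorufin fluorescence (ex540/em590), read at 0 and 20 min after diaphorase/resazurin addition, reports the NADH left after a 5 min room-temperature reaction of 2 nM human LDH5 with 0.06 mM NADH and 0.2 mM pyruvate.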
GRP78 ERSR act: ER stress response induction in glioma; U87-MG GRP78 promoter luciferase reporter, 16 h; Potency, µM, without a hit: at the highest dose activation, usual class: activators; 0.02% of 420,000 active; further: potency means the concentration at half of the fitted maximal effect; series mostly up to about 76 µM; % of control where 0% means no effect; nearly all actives have a fitted effect of over 35% in size
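Stably transfected U87-MG glioma cells carrying a GRP78-based luciferase sensor; 16 h compound incubation. Luminescence end-point read 10 min after Bright-Glo addition at room temperature.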
TrxR1 substrate: is turned over as a substrate by rat TrxR1 | purified TrxR1 substrate turnover, NADPH consumption readout | AID 588456 | O89049 | Potency, µM (highest dose often 114 µM), without a hit: at the top dose activity change, negative = substrate turnover | 0.01% of 390,000 active; further: potency means the concentration at half of the fitted maximal effect; on the % scale 0 is the no-effect control and ±100 the full control effect; nearly all actives have a fitted effect of over 50% in size
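Rat TrxR1, dispensed at 90 nM, was prereduced with 400 uM NADPH (final) for 5 min at ~22 deg C, then incubated with compound 15 min before 400 uM selenite. A first-read NADPH fluorescence drop versus no-compound background flagged substrates.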
RGS4 inhibitor: human RGS4 inhibition; Potency, µM (top dose mostly 114 µM), for the others: at the highest dose activity change, negative = inhibition, most hits filed as inhibitors; Transcreener GDP fluorescence polarization, RGS4-accelerated GTP hydrolysis; 0.039% of 390,000 active; P49798; AID 504845; further: potency means the concentration at half of the fitted maximal effect; on the % scale 0 is the no-effect control and ±100 the full control effect; nearly all actives have a fitted effect of over 75% in size; some results filed as inactive show a strong effect at the top dose
Target sequence (P49798 whole entry, looked up): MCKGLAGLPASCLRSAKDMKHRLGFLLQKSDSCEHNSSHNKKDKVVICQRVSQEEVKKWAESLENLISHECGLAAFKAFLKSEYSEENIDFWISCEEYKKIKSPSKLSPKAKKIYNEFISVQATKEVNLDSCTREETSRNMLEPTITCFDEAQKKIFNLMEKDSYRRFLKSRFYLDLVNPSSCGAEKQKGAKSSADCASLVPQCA
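MLSMR compounds (23 nl, pin-transferred) preincubated 10 min at room temperature with a 500nM (2x) first reagent, then RGS4 at 900nM (2x) plus Transcreener GDP mix added; fluorescence polarization (620/688 nm) read before and after 90 min at 30 °C.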
USP1 inh: inhibitors of human USP1/UAF1 deubiquitinase; Potency, µM (titrated, usually from 57.1 µM), for the others: at the highest dose activity change, negative = inhibition, actives largely listed as inhibitors; 0.23% of 390,000 active; recombinant USP1/UAF1, Ub-Rhodamine cleavage fluorescence; further: potency means the concentration at half of the fitted maximal effect; on the % scale 0 is the no-effect control and ±100 the full control effect; nearly all actives have a fitted effect of over 60% in size; inactives centre near -12
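1 nM enzyme complex + cpd, 15 min RT; start with Ub-Rho 150nM final; kinetic fluorescence ex 480/em 540, 6 reads q60 s. Buffer 50mM HEPES pH 7.8, 0.5mM EDTA, 0.1 mg/ml BSA, 1mM TCEP, 0.01% Tween-20.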
TrxR1 inh: rat TrxR1 inhibition | O89049 | recombinant rTrxR1, NADPH fluorescence consumption, selenite substrate | Potency, µM (highest dose often 114 µM), inactives show at the highest dose activity change, negative = inhibition, hits mostly inhibitors | 1% of 390,000 active | AID 588453; further: potency means the concentration at half of the fitted maximal effect; on the % scale 0 is the no-effect control and ±100 the full control effect; nearly all actives have a fitted effect of over 65% in size
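Rat TrxR1 (90 nM in the dispensed reagent) was pre-reduced with 400 uM NADPH for 5 min at room temperature, then incubated with compound for 15 min. After 400 uM selenite was added, NADPH fluorescence (Ex 340/Em 450 nm) was followed for 8 min.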
IDH1 R132H inh: inhibitors of human mutant IDH1 R132H | O75874 | IDH1-R132H enzyme, NADPH consumption, diaphorase/resazurin fluorescence | Potency, µM (titrated, usually from 76.6 µM), for the others: at the highest dose activity change, negative = inhibition, usual class: inhibitors | 0.093% of 390,000 active; further: potency means the concentration at half of the fitted maximal effect; on the % scale 0 is the no-effect control and ±100 the full control effect; nearly all actives have a fitted effect of over 65% in size
Target sequence (O75874 whole entry R132H, stated change not applied): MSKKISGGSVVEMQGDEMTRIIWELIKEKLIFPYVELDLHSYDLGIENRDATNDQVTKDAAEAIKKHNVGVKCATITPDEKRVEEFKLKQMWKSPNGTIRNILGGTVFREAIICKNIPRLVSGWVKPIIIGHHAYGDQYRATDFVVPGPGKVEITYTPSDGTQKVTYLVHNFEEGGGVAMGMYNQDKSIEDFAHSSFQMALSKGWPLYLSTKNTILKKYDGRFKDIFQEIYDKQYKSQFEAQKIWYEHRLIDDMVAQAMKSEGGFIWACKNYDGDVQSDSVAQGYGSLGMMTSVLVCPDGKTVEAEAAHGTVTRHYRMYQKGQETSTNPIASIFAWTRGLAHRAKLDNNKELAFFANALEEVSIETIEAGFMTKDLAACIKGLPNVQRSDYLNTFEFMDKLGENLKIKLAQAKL
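IDH1-R132H (0.5 ug/mL) preincubated 30 min with compound, then NADPH (0.016 mM) and alpha-KG (2 mM) added; 80 min at RT, pH 7.5. Remaining NADPH coupled via diaphorase/resazurin to fluorescence (540/590 nm); concentration-response curves normalized to no-enzyme control.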
Vif-APOBEC3F blk: blocks the Vif interaction with APOBEC3F | HeLa A3F-eYFP + Vif (tagged APOBEC3F with the HIV-1 protein that degrades it), YFP fluorescence increase | Potency, µM (highest dose often 46.1 µM), for the others: at the top dose activity, negative = active | 0.2% of 390,000 active | AID 602313; further: potency means the concentration at half of the fitted maximal effect; % of control where 0% means no effect; nearly all actives have a fitted effect of over 65% in size
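HeLa cells stably expressing A3F-eYFP plus Vif, plated and incubated overnight at 37 deg C, then exposed to compounds overnight at 37 deg C. Blocked degradation read as raised yellow fluorescence (Ex 488/Em 500-530).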
Vif-APOBEC3G blk: Vif-A3G binding inhibition | Q9HC16 | 0.076% of 410,000 active | AID 602310 | HeLa A3G-eYFP + Vif (tagged APOBEC3G with the HIV-1 protein that degrades it), YFP fluorescence, overnight | Potency, µM (top dose mostly 46.1 µM), without a hit: top-dose activity, negative = active, actives largely listed as inhibitors;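 further: potency means the concentration at half of the fitted maximal effect; on the % scale 0 is the no-effect control and ±100 the full control effect; nearly all actives have a fitted effect of over 60% in size; hits raise eYFP signal because A3G escapes Vif-driven loss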
Target sequence (Q9HC16 whole entry, looked up): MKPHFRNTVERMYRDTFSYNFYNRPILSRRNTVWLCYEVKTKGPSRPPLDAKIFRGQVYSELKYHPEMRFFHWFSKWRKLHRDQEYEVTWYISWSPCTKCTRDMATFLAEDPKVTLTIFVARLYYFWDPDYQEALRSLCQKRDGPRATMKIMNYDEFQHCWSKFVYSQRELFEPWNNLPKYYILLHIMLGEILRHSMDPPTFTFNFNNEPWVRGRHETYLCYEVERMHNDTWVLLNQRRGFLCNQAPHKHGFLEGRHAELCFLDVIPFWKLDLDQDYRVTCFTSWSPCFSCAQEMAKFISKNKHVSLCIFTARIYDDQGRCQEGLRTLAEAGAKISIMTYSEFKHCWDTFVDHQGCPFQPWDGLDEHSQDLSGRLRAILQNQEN
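Read-out is eYFP fluorescence (Ex 488/Em 500-530) from Vif-expressing HeLa A3G-eYFP cells; more signal means A3G escaped Vif-mediated degradation. Cells plated overnight, compound pinned in, incubated overnight at 37 deg C.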
Starred values were filed as active, the others as inactive; ? = inconclusive; . = no result given; & = joins results of further samples; [ ] = remark or other dose. Unless noted, the call rests on the fitted dose curve; in most records, active means well fitted curve in the direction sought with a large enough effect; inconclusive means small, poorly fitted or top-dose-only effect, or another doubt; inactive means no such curve, though single readings can be large; an effect the other way counts as inactive or inconclusive. These rows are one share of the data (hit frequency here may not be typical).

SMILES	LDHA inh	GRP78 ERSR act	TrxR1 substrate	RGS4 inhibitor	USP1 inh	TrxR1 inh	IDH1 R132H inh	Vif-APOBEC3F blk	Vif-APOBEC3G blk
Cc1ccc(NC(=O)COC(=O)CNC(=O)C2CCCCC2)c(Br)c1	-4	2%	-6%[57.1 µM]	-37%	-19%	20%[57.1 µM]	8%	-2%	1%
CSc1ncccc1C(=O)NCCc1ccccc1F	-12	-6%	0%	13%	-4%	13%	15%	7%	-9%
CN(c1ccc(OCC(=O)OCC(=O)Nc2ccc(F)cc2)cc1)S(=O)(=O)c1ccc(Cl)cc1	-2	-3%	-3%[57.1 µM]	-12%	-21%	-1%[57.1 µM]	4%	-2%	0%
CCCN(CCC)Cc1c(C(=O)N/N=C/CCc2ccccc2)nnn1-c1nonc1N	8	-2%	-7%	-11%	?	15%	10%	-15%	0%
O=C(O)CCc1nc2ccccc2c(=O)[nH]1	-8	-7%	4%	4%	-10%	19%	1%	7%	0%
CC(=O)Nc1ccc(S(=O)(=O)NC(C)(C#N)C2CC2)cc1 (stereo not drawn)	0	0%	2%	-7%	-16%	15%	3%	0%	0%
COc1ccc(NC(=O)/C=C/c2cccc(F)c2)cn1	-2	1%	-17%	-17%	-11%	-18%	4%	-30%	2%
CCn1c(SCC(=O)c2ccc(NS(=O)(=O)c3ccccc3)cc2)nnc1-c1cccs1	0	-1%	-4%	-4%	-17%	-5%	-2%	0%	0%
CCCCOc1ccc(C(=O)N2CCN(CCc3ccncc3)CC2)cc1	-6	-1%	-8%	8%	-7%	?	2%	2%	0%
CCC(C)[C@H](N)c1cn([C@@H](CCCCN)C(=O)N2CCNCC2)nn1 (stereo partly drawn)	-4	-2%	-6%[57.1 µM]	-11%	4%	7%[57.1 µM]	15%	1%	-1%
CCOc1ccc(N(CC(=O)Nc2ccc(OC)cc2)S(=O)(=O)c2ccc(Cl)cc2)cc1	-6	-5%	-1%[57.1 µM]	-6%	-28%	8%[57.1 µM]	6%	-9%	1%
COc1ccccc1OCCSc1nnc(C)n1-c1ccccc1	-17	1%	-2%	4%	4%	-2%	2%	.	0%
COC(=O)c1ccc(N=C2S/C(=C\c3cc(C)n(-c4cccnc4)c3C)C(=O)N2C)cc1	-7	0%	0%	-23%	0%	5%	1%	-9%	-2%
COc1ccc(-c2cc(C(=O)Nc3c(C)nn(Cc4ccc(F)cc4)c3C)no2)cc1OC	3	-3%	-12%	-6%	?	-10%	9%	2%	-7%
Cc1ccc(NC(=S)N2CCN(Cc3ccccc3)CC2)cc1	-4	3%	-5%	1%	-14%	-22%	0%	5%	-1%
COc1ccccc1N(C(=O)CN1C(=O)c2ccccc2S1(=O)=O)C(C(=O)NCC1CCCO1)c1ccc(F)cc1 (stereo not drawn)	-2	-7%	1%	-3%	-8%	14%	6%	0%	1%
COc1ccccc1N=Nc1ccc(O)c2ncccc12	12	0%	-7%[57.1 µM]	-31%	?	?	-5%	4%	0%
Cc1c(Cc2ccccc2)c(NCCN(C)C)n2c(nc3ccccc32)c1C#N	2	-2%	13%	-7%	-20%	18%[57.1 µM]	22%	3%	-1%
Cc1ccccc1CNc1ncnc2c1ncn2C1OC(CO)C(O)C1O (stereo not drawn)	.	?	6%[57.1 µM]	13%[56.9 µM]	.	8%[57.1 µM]	.	.	.
CC(C)C(=O)Nc1ncc(Cc2cccc(Cl)c2)s1	-2	1%	3%[57.1 µM]	-9%	-13%	5%[57.1 µM]	10%	7%	-8%
O=C(Cn1ncc2c(=O)oc3ccccc3c21)NCc1ccc(Cl)cc1	3	-2%	-6%	8%	-23%	7%	-5%	-1%	2%
O=C(O)c1cccc(NC(=S)NC(NC(=O)c2cccc([N+](=O)[O-])c2)C(Cl)(Cl)Cl)c1 (stereo not drawn)	-3	12%	15%	0%	-22%	10%	-1%	-7%	-8%
Cc1cccc(NC(=O)CSC2=Nc3ccccc3C3=NC(CCC(=O)NCc4ccco4)C(=O)N23)c1 (stereo not drawn)	-5	-2%	-5%	-15%	-1%	-5%	11%	2%	-1%
CCOC(=O)Cc1csc(NC(=O)c2ccc(C)c(S(=O)(=O)N3CCOCC3)c2)n1	0	0%	-5%	14%	-2%	0%	-7%	-11%	3%
O=C(Nc1ccccc1-c1nc2ccccc2s1)c1ccc(Br)o1	-2	-4%	5%	-4%	-1%	-2%	7%	-10%	1%
CCOc1ccccc1Nc1nnc(SCC(=O)NCC2CCCO2)s1 (stereo not drawn)	-9	0%	2%[57.1 µM]	-8%	5%	-5%[57.1 µM]	1%	-5%	-2%
O=C(COC(=O)/C=C/c1ccccc1[N+](=O)[O-])Nc1ccc2[nH]c(=O)[nH]c2c1	4	-1%	1%[2.29 µM]	12%	-25%	7%[57.1 µM]	-2%	-3%	0%
CC1CCCCN1C(=O)Cn1c(=O)n(-c2ccc(F)cc2)c(=O)c2sccc21 (stereo not drawn)	-4	-2%	-1%	24%[11.4 µM]	-5%	0%	-10%	-3%	0%
O=C(NCc1ccccc1)NC(=O)c1ccccc1	-10	1%	11%[57.1 µM]	50%	2%	-3%[57.1 µM]	4%	5%	-1%
COc1ccc(CC(=O)Nc2ccccc2N2CCCC2)cc1	-10	-4%	-2%	-17%	-20%	11%	-6%	-4%	-1%
COc1cccc(CNC(=O)C2CCN(S(=O)(=O)c3cccc4cccnc34)CC2)c1	0	-3%	2%	2%	?	15%	-4%	4%	-2%
CCOc1ccc(Nc2nc3cc(Cl)c(Cl)cc3nc2-n2nc(C)cc2C)cc1	-5	-2%	7%	10%	?	15%	2%	-1%	3%
O=C(c1cccc(F)c1)N1CCC2(CC1)NCCc1[nH]cnc12	-2	-4%	-3%	-3%	-3%	15%	-3%	-9%	-1%
CCOc1ccc(-c2cc(N3C(=O)Nc4ccccc4N3O)n[nH]2)cc1	-7&1	-3%	0%[57.1 µM]	-6%	-2%	14%[57.1 µM]	-3%	1%	?
CSc1ncccc1C(=O)OCC(=O)N1CCc2ccccc21	-8	-3%	-6%	-21%	-6%	-17%	3%	-2%	-8%
S=C(Nc1ccccc1Cl)N(CCN1CCCCC1)Cc1ccco1	-5	-4%	8%[57.1 µM]	0%	2%	-3%[57.1 µM]	-3%	6%	-1%
O=C(c1ccco1)N1N=C(c2ccc(Br)cc2)CC1(O)C(F)(F)F (stereo not drawn)	-8	3%	6%[57.1 µM]	1%	?	8%[57.1 µM]	0%	-3%	-9%
O=C(COC(=O)c1ccc(F)cc1)NCCCc1ccccc1	-8	5%	-3%	23%	-11%	4%	24%	-3%	1%
Cc1cc(NC(=O)c2sc(Nc3cccc(C(F)(F)F)c3)nc2N)no1	-17	-6%	-15%	33%	-5%	-6%	1%	-2%	-5%
O=C(NCCOc1ccccc1)C(=O)NCC1CCCO1 (stereo not drawn)	-1	-2%	4%	12%	-1%	9%	-9%	-10%	4%
COc1cccc(NC(=O)CNC(=O)N2CC(=O)Nc3ccccc32)c1	1	3%	8%	-16%	-14%	11%	2%	?	-2%
CCCC(=O)NC1=C(Cl)C(=O)c2ccccc2C1=O	43	-14%	1%[11.4 µM]	-156%	18µM*	0.4µM*	22%	?	8%
CCC1C/C(=C\c2cccnc2)C(=O)/C(=C/c2cccnc2)C1 (stereo not drawn)	-11	-15%	-5%	?	?	?	52µM*	?	?
COc1ccc2c(c1)C=C(CN1CCC(CO)(CCc3ccccc3)CC1)CO2	1	-3%	-4%[57.1 µM]	6%	-9%	5%[57.1 µM]	-8%	7%	1%
COc1ccc(CN2CCC(CO)(Cc3ccccc3C(F)(F)F)CC2)c(F)c1	1	-7%	-10%	-2%	-12%	8%	-6%	1%	1%
CCCC[C@@H]1CN=C(N)N1CC(C)(C)C	-1	-2%	-2%	2%	-26%	6%	8%	-1%	1%
O=C(CSc1nnc(-c2ccco2)o1)N1CCN(c2ccccc2)CC1	-7	-3%	0%	?	-26%	8%[57.1 µM]	12%	2%	-3%
Cc1cc(NC(=O)CSc2nc3c(cnn3-c3cccc(Cl)c3)c(=O)[nH]2)no1	0	0%	-3%	-27%	-6%	-4%	1%	0%	-5%
COC(=O)c1cccc(NC(=O)CN2CCN(c3ccc(OC)cc3)CC2)c1	0	0%	2%	-5%	-4%	12%	2%	-1%	0%
COC(=O)c1cccc(NC(=O)CSc2nncn2-c2ccccn2)c1	-1	-3%	-14%[57.1 µM]	-24%	-13%	25%[57.1 µM]	4%	10%	-3%
Cc1ccc(C)c(S(=O)(=O)c2nnn3c2nc(NCc2cccs2)c2sccc23)c1	-1	-3%	9%	-5%	-17%	20%	0%	5%	2%
CC(=O)Nc1ccc(S(=O)(=O)NNC(=O)c2cccc3ccccc23)cc1	2	0%	6%[57.1 µM]	-23%	5%	-2%[57.1 µM]	-6%	-10%	-3%
